RMI-FANCM inh: disruptors of RMI1/RMI2 association with MM2 peptide – biochemical, fluorescence polarization, human, primary screen | RMI core complex (RMI1/RMI2) binding to FANCM MM2 peptide, human | RMI core complex with F-MM2 peptide; active compounds read low | FP signal (polarization) at 33 µM | 70,000 compounds, 0.58% hits; in the data active = FP signal below about 40; note: inactives centre near 61; strong numbers were not always called active; unit not given here
Starred values were filed as active, the others as inactive; & = joins results of further samples. The list is partial; the hit share may differ from the screen's.

RMI-FANCM inh,compound
60,CCN(CC)c1cc(Cl)nc(Nc2cc(Cl)nc(N)n2)n1
65,CCOC(=O)C1CCN(Cc2cccc(NC(=O)c3cccs3)c2)CC1
61,Nn1c(COc2ccccc2)nnc1SC(F)F
59,O=C(O)[C@H](O)[C@@H](O)[C@H](O[C@@H]1O[C@H](CO)[C@H](O)[C@H](O)[C@H]1O)[C@H](O)CO
63,Cc1cc(C)c2c(=O)[nH]c(SCC(=O)c3ccc(F)c(C)c3)nc2n1
58,Cn1nc(-c2ccc(-c3ccnc(SCC(=O)Nc4ccccc4)n3)s2)cc1C(F)(F)F
54,CCOC(=O)c1nn(-c2ccccc2C)c(=O)cc1NCCC(c1ccccc1)c1ccccc1
62,Cc1ccc(N2C(=O)C3N=NN(Cc4nc(-c5ccc(Cl)cc5)no4)C3C2=O)cc1F (centres undefined)
59,COc1ccc(C2C(C(=O)c3ccco3)=C(O)C(=O)N2Cc2cccnc2)cc1OC (centres undefined)
54,COc1ccc(-c2ccc(OC)cc2C#N)cc1
87,COc1ccc(C)cc1NC(=O)c1csc(Nc2ccc(S(C)(=O)=O)cc2)n1
64,Cc1cc(NC(=O)C2=COCCO2)n(-c2nc3c(F)cccc3s2)n1
65,O=C(COc1ccc(Cl)cc1Cl)Nc1ccc2c(c1)CN(C(=O)c1ccco1)CC2
61,COC(=O)Nc1ccc(S(=O)(=O)N2CCCC(C(=O)NCC3CCCO3)C2)cc1 (centres undefined)
72,O=c1[nH]cnc2c1cnn2-c1ccc(F)cc1
56,CC(=O)Nc1ccc(OC(=O)N2CCOCC2)cc1
60,O=C(O)C1CCCCN1S(=O)(=O)c1ccc(Cl)s1 (centres undefined)
58,COc1cccc2sc(NS(=O)(=O)CS(=O)(=O)Nc3nc4c(OC)cccc4s3)nc12
66,CCN1CCN(c2nc3ccc(OC(=O)c4ccc(Cl)cc4)cc3s2)CC1
54,CN(Cc1ccco1)S(=O)(=O)c1ccc(C(=O)Nc2nccs2)cc1
108,CCc1c(C#N)c(SCC(=O)N2CCc3cc(OC)c(OC)cc3C2)nc2c1C(=O)CC(C)(C)C2
61,O=C(NNC(=S)NCc1ccco1)c1cc(OCC(F)(F)F)nc(OCC(F)(F)F)c1
47,O=C(OCn1nnc2ccccc2c1=O)c1ccc(-c2ccccc2)cc1
53,Cc1csc2c(NC(C)C)ncnc12
52,Cc1nn(-c2ccc([N+](=O)[O-])cc2)c2[nH]c3ccccc3c(=O)c12
65,O=C(CC1CSc2nc3c(c(=O)n21)CCC3)NCCC1=CCCCC1 (centres undefined)
53,COc1cccc(C(=O)Nc2nc(SCc3ccc(Cl)cc3)n[nH]2)c1
64,CCOc1cn(-c2ccc(F)cc2)nc1C(=O)N1CCCCCC1
66&66&66,Nc1nc2ncc(CNc3ccc(C(=O)N[C@@H](CCC(=O)O)C(=O)O)cc3)nc2c(=O)[nH]1
58,CC(=O)NC1C(OC(=O)CCn2c(=O)sc3ccccc32)OC(COC(C)=O)C(OC(C)=O)C1OC(C)=O (centres undefined)
57,CN(CC(=O)Nc1ccc(C(F)(F)F)cc1)S(=O)(=O)c1cccc2cnccc12
53,CSC1=NCCN1S(=O)(=O)c1cc(Cl)c(Cl)cc1Cl
56,COc1cc(C2SCCS2)cc(Br)c1OC(=O)c1cccs1
62,O=C(Cn1cnc2c(cnn2C2CCS(=O)(=O)C2)c1=O)NC1CCCCC1 (centres undefined)
52,CN1CCN(c2ccc(-c3ccc(NC(=O)c4ccccc4F)cc3)nn2)CC1
59,CCOc1ccc(NC(=O)Cc2cc(=O)[nH]c(SCc3cccc(Cl)c3)n2)cc1
57,CCOC(=O)C(CC)Sc1nnc(-c2c[nH]c3ccccc23)n1C (centres undefined)
62,CC(=O)N1N=C(c2ccc3c(c2)OCO3)CC1c1sccc1C (centres undefined)
66,O=C(NC1CCCC1)c1nnn(-c2ccccc2)c1CSc1ncccn1
55,CCOC(=O)NC(=S)N1CCSCC1
55,O=c1cc(-c2ccccc2)oc2ccc(-c3nn[nH]n3)cc12
59,O=[N+]([O-])c1ccc(Sc2c(-c3ccccc3)nc3sccn23)cc1
67,Cc1cc(C(=O)NCCn2ncc3c(N4CCN(c5ccccc5)CC4)ncnc32)no1
60&55,O=C(NCCSCc1ncc(C(F)(F)F)cc1Cl)c1ccccc1
57,O=C(/C=C/c1ccc([N+](=O)[O-])cc1)N(Cc1ccccn1)c1nc2ccc(F)cc2s1
107,Cc1ccc(CNC(=O)Cn2c(C)nc3c(sc4ccccc43)c2=O)cc1
64,CCOC(=O)/C=C/C(=O)NC(=S)Nc1nccs1
64,Cc1ccc(NC(=O)CSc2nnc(C)c3cnn(-c4ccccc4)c23)c(C)c1
51,Cc1ccc(N2CCn3c2nnc(C(=O)NCc2ccco2)c3=O)cc1
71,O=C(CSc1ccc(NC(=O)c2ccccc2F)nn1)Nc1ccc2c(c1)OCO2
55,CN(C)c1ccc(C(CNC(=O)c2cc3ccccc3oc2=O)N2CCc3ccccc3C2)cc1 (centres undefined)
55,Nc1snnc1-c1ccc(C(F)(F)F)cc1
56,CN1C(=O)NC2(CCN(S(=O)(=O)c3ccc4c(c3)OCCO4)CC2)C1=O
71,O=C(Nc1ccc(S(=O)(=O)N2CCCCC2)cc1)c1cccc(N2C(=O)CCC2=O)c1
76,CC(C)(C)c1ccc(C(=O)Nc2nc3ccc(S(C)(=O)=O)cc3s2)cc1
62,O=C(CCc1ccccc1)Nc1ccccc1-c1nc2ccccc2s1
90,CCc1ccc(S(=O)(=O)N2CCN(c3ccc(-c4ccncc4)nn3)CC2)cc1
54,CCCn1cc(C(=O)N2CCC(C(=O)OC)CC2)c2nn(-c3ccccc3)c(=O)c-2c1
67,CC1CN(C(=O)/C=C/c2ccc([N+](=O)[O-])s2)CC(C)O1 (centres undefined)
61,O=C(NCCOc1ccc2nnc(-c3ccccc3)n2n1)c1c(F)cccc1Cl

Additional records.
RMI-FANCM inh,compound
69,O=C(Nc1ccc(-c2nc3cccnc3s2)cc1)c1ccc(Cl)cc1Cl
56,CC1(C)Cc2cccc(OCc3ccc(C(=O)N4CCCc5ccccc54)cc3)c2O1
82,CCOc1ccc(C(=O)c2cn(CC(=O)Nc3ccc(OC)cc3)c3cc4c(cc3c2=O)OCCO4)cc1
67,CC(=O)Nc1ccc(SCC(=O)Nc2ccccc2F)nn1
53,N#Cc1c(Cl)cccc1NC1CCCCNC1=O (centres undefined)
68,COc1ccc(OC)c(-c2nnc(N)o2)c1
54,CCOc1ccc(NCC(=O)c2ccc(-c3ccccc3)cc2)cc1
61,COc1ccc(N(CC(=O)NCc2ccccc2)S(=O)(=O)c2cccnc2)cc1
66,CC(C)CCN1C(=O)C(C)(C)COc2cc(NC(=O)c3ccc(Cl)c([N+](=O)[O-])c3)ccc21
60,Nc1[nH]c(=O)[nH]c(=O)c1N=Nc1ccccc1Cl
64,CS(=O)(=O)N1CCN(C(=O)Cc2cc(=O)[nH]c(SCc3ccccc3)n2)CC1
70,CC(COc1ccc(/C=C/c2ccccc2)cc1)[N+](C)(C)C (centres undefined)
32,CCc1ccc(NCc2cc3cc4c(cc3n(CC(=O)NCc3ccccc3)c2=O)OCCO4)cc1
62,COc1coc(C(=O)N2CCN(c3cccc(Cl)c3Cl)CC2)cc1=O
79,COc1ccc(C)cc1NC(=O)C(=O)NCC1CCN(C2CCCC2)CC1
53,CCOc1cc(N2CCOCC2)c(OCC)cc1NC(C)=O
63,Cc1nc(-c2cc(C#N)c(NCc3ccccc3)nc2C)cs1
64,O=C(COC(=O)c1ccc(O)cc1O)c1ccc2ccccc2c1
64,O=C(COc1ccc(Cl)cc1Cl)NCCn1nc(-c2ccco2)ccc1=O
68,CC(C)c1ccc(NC(=O)Cc2csc(Nc3ccc(S(C)(=O)=O)cc3)n2)cc1
69,O=C(O)CSCC(=O)Nc1ccc(-c2nc3ccccc3s2)cc1
63,CCn1ccc(C(=O)Nc2ccccc2C#N)n1
60,Cc1ccc(N2CC(NC(=O)Nc3ncccc3C)CC2=O)cc1 (centres undefined)
58,COc1ccccc1-c1nnc(NC(=O)c2cc(C)n(C)n2)o1
75,COc1ccc(NC(=O)C(=O)NCC(c2ccc3c(c2)CCCN3C)N2CCCC2)cc1 (centres undefined)
50,Cn1nc(C(F)(F)F)cc1OS(=O)(=O)c1cc(Cl)c(Cl)cc1Cl
58,O=C1CC(c2ccccc2)S(=O)(=O)c2ccccc21 (centres undefined)
56,N#Cc1ccc(S(=O)(=O)N2CCNC(=O)C2CC(=O)Nc2cc(Cl)ccc2Cl)cc1 (centres undefined)
60,CNc1oc(-c2ccccc2F)nc1C#N
74,O=C(CSc1ccc2ccccc2n1)Nc1ccccc1C(F)(F)F
69,CCN1C(=O)C(C)(C)COc2ccc(NC(=O)COc3ccccc3F)cc21
72,COC(=O)c1sc(-c2ccccc2)cc1NC(=O)c1cc(OC)c(OC)c(OC)c1
61,COc1cc2ncc(S(=O)(=O)c3ccc(C)cc3)c(N3CCCCCC3)c2cc1OC
66,COc1ccc(CC(=O)Nc2ccc3c(c2)N(C(=O)C2CC2)CC3)cc1
65,COc1ccc(C)c2sc(NC(=O)C3CCCN3S(C)(=O)=O)nc12 (centres undefined)
61,CN1CCN(c2nc3ccc(NC(=O)c4cccc(F)c4)cc3s2)CC1
75,O=C(CCSc1ccccc1)Nc1nnc(Cc2cccs2)o1
65,CC(=O)c1ccc(C(=O)Nc2nc(-c3ccc(C)cc3C)cs2)cc1
15,N#CC(C#N)=C(C#N)c1ccco1
104,CSc1ccc2nc(NC(=O)c3sc4ccccc4c3Cl)sc2c1
67,CC(C)c1nnc(SCc2ccccn2)c2c1cnn2-c1ccccc1
64,CC(=O)NCCn1ncc2c(N3CCN(c4ccccc4)CC3)ncnc21
64,COc1coc(C(=O)Nc2nc3ccc([N+](=O)[O-])cc3s2)cc1=O
65,COc1cc(OC)cc(OC)c1
78,Cc1ccc(-c2nc3c(c(SCC(=O)Nc4cc(C)cc(C)c4)n2)Cc2cccc(C)c2O3)cc1
68,COCCN1CCC(CNC(=O)COc2ccc(OC)cc2)CC1
56,COC(=O)c1c(Cl)c(Cl)c(C(=O)OC)c(Cl)c1Cl
62,O=C(Cc1ccccc1)NCc1n[nH]c(=S)n1-c1ccc([N+](=O)[O-])cc1
68,NC(C(=O)O)c1cccc(Cl)c1 (centres undefined)
59,Cc1csc(NC(=O)CSc2nnc(CNC(=O)c3cccc(C(F)(F)F)c3)o2)n1
55,CCOC(=O)c1c(C(C)(C)C)oc2ccc(OCc3cccc([N+](=O)[O-])c3)cc12
59,Cc1cc2c(c(=O)n1CC1CCCO1)C(c1ccc3c(c1)OCO3)C(C#N)=C(N)O2 (centres undefined)
100,CC(c1ccccc1)n1c(/C=C/c2ccccc2)nc2ccccc21 (centres undefined)
57,CC(C)c1nnc(NC(=O)COc2ccc(Cl)cc2Cl)s1
61,CC(=O)Nc1nc2ccc(C(C)C)cc2s1
73,O=C(CSc1ccc(NC(=O)c2cccs2)nn1)Nc1ccc2c(c1)OCCO2
54,Cc1ccccc1-n1nnnc1SCC(=O)NCc1ccco1
53,Cc1c(C#N)c(NC(=O)c2ccc(Cl)cc2)n(Cc2cccnc2)c1C
60,CC(=O)c1ccc(NC(=O)Cn2c(-c3ccccn3)nc3ccccc32)cc1
68,O=S(=O)(c1ccc(-c2csc(-c3cccnc3)n2)cc1)N1CCCCC1

Next structures:
RMI-FANCM inh,compound
65,Cc1cccc(NC(=O)NC(C)C(c2ccccc2)N2CCN(C)CC2)c1 (centres undefined)
69,Cc1cccc(S(=O)(=O)NCC2CCN(C3CCCC3)CC2)c1
76,O=C(CSc1nccn2nc(-c3ccc(F)cc3)cc12)Nc1ccc2c(c1)OCO2
59,Oc1ccccc1-c1csc(-c2ccccc2)n1
57,N/C(=N/OC(=O)c1cccs1)c1nccnc1Oc1cccc(C(F)(F)F)c1
61,O=C(O)c1[nH]nc2c1CCc1ccccc1-2
50,O=c1[nH]c2ccccc2nc1/C=C/c1cccs1
61,Cc1cccc(N(C)S(=O)(=O)c2c(-c3cccc(F)c3)csc2C(=O)NCc2ccco2)c1
80,CCOc1ccc(S(=O)(=O)NCC2CCN(C3CCCC3)CC2)cc1C
64,CCOc1ccc(NC(=O)c2ccc(COc3ccccc3)o2)cc1
